# Screens (PubChem)
# CR mimetic SO: caloric restriction mimetics inhibiting age-related superoxide in yeast; AID 2690; S. cerevisiae aged cells, superoxide DHE fluorescence; active compounds read low; 330,000 tested, 0.18% active; superoxide response (% of plate mean), % at 10 µM;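 active = superoxide response under a set limit, about three screen SD below normal, cut at about 65% in these data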;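 note: yeast aged for seven days with compound at 30 °C before DHE staining; 100% = average MFI of all compound-treated wells on the plate with controls excluded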
# VLA-4 inh: inhibition in a human VLA-4 binding assay | inhibition, % (about 7 µM as worked out from the volumes in the protocol) | VLA-4 expressing cells, ligand binding flow cytometry | AID 2557 | 330,000 tested, 0.2% active | P13612; in the data active = inhibition above about 50%
# Target sequence (P13612 whole entry, looked up): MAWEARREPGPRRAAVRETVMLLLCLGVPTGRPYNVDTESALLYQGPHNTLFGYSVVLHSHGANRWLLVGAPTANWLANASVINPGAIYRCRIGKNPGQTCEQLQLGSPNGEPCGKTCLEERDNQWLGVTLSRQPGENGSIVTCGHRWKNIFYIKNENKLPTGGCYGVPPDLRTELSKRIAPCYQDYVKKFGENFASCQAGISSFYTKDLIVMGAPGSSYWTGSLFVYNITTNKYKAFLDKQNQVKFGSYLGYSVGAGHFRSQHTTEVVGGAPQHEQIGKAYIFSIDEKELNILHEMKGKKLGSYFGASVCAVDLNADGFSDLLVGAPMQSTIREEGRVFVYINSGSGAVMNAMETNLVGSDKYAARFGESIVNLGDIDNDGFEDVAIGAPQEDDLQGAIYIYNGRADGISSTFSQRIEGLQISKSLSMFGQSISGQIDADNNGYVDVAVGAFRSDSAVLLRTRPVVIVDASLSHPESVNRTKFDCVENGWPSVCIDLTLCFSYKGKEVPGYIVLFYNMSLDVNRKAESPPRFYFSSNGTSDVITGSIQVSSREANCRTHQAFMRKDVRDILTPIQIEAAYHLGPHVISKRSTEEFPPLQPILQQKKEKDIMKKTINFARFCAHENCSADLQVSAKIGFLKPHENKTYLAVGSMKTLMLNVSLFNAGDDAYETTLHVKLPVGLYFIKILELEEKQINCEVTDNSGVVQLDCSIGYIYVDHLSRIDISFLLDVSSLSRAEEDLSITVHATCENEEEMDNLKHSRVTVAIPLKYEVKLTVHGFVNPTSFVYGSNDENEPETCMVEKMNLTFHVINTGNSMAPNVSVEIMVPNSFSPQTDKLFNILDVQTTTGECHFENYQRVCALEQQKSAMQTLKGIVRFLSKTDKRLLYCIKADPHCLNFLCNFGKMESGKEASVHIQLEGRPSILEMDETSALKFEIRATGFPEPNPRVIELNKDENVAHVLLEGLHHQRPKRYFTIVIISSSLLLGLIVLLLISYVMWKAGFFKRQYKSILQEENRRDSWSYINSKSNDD
# CIT2 TOR yeast: yeast TOR pathway CIT2-GFP modulation; S. cerevisiae CIT2-GFP strain, flow cytometry, 3 h; 100 means same as DMSO wells; GFP response vs DMSO, % at 10 µM; 320,000 tested, 0.065% active; AID 2029;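 active = GFP response relative to DMSO above a set limit, near the screen mean plus 3 SD, cut at about 150% in these data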;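 note: ratio of well median GFP fluorescence to mean of DMSO wells on the plate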
# MCL1 BIM primary: MCL1-BIM-BH3 interaction inhibition (human). Q07820. GST-MCL1 / FITC-Bim-BH3 fluorescence polarization. inhibition, % at 10.9 µM. 320,000 tested, 0.68% active;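 active = inhibition above the mean inhibition of all tested compounds plus 3 SD, set per campaign, cut at about 40% in these data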;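 note: 0% = DMSO wells and 100% = unlabeled Bim-BH3 peptide control; higher means more loss of mP so more displacement of Bim peptide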
# AGP1 TOR yeast: yeast TOR pathway AGP1-GFP modulation | S. cerevisiae AGP1-GFP multiplex flow cytometry, 3 h; GFP as percent of DMSO wells | 320,000 tested, 0.02% active | GFP response vs DMSO, % at 10 µM | AID 2066;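 active = GFP response relative to DMSO above a set limit, near screen average plus 3 SD, cut at about 150% in these data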;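 note: median GFP channel fluorescence of the gated AGP1 strain per well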
# MEX-5 binding: C. elegans MEX-5 TCR-2 RNA binding activity; Q9XUB2; activity score (negative = inhibition of binding), % at 10 µM; MEX-5/FITC-TCR2 RNA binding, fluorescence polarization; active compounds read low; 300,000 tested, 0.38% active;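 active = inhibition past about -25% in most replicates, and total fluorescence under double the plate's negative control median, limit read from the data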;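 note: 0% = DMSO and -100% = 5 µM competing unlabeled TCR2 RNA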
# GLD-1 TGE inh: GLD-1-TGE RNA interaction inhibition (C. elegans); Q17339; purified GLD-1 + fluorescein TGE RNA, fluorescence polarization; inhibition, % at 5.96 µM; 320,000 tested, 0.44% active;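 active = percent inhibition above a per-plate cutoff, the plate mean of test compounds plus 3 SD, cut at about 30% in these data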;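 note: 0% = DMSO wells with GLD-1 and probe and 100% = wells lacking GLD-1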
# GRK2 aptamer HTS: blocks RNA aptamer binding to human GRK2 | P25098 | bead flow cytometry, FAM-aptamer displacement from GRK2 | inhibition of aptamer binding, % at 10 µM | 330,000 tested, 0.59% active | AID 488847;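 active = inhibition of aptamer binding above 40%, roughly 3 SD of noise, on plates passing a quality check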;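 note: median bead fluorescence of bound FAM aptamer so fluorescent compounds give negative values; no value below 0 was filed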
# Bcl-xL primary: blocks human Bcl-xL binding to Bim BH3 peptide | GST-Bcl-xL / FITC-Bim BH3 peptide fluorescence polarization | inhibition, % at 10.9 µM | 320,000 tested, 0.7% active;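 active = inhibition above the mean of all tested compounds plus 3 SD, cutoff set per campaign, cut at about 30% in these data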;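 note: 0% = DMSO wells and 100% = unlabeled Bim-BH3 peptide competitor; inhibitors lower millipolarization by displacing the labeled peptide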
# * hit, by the source's call; · = not tested or not shown.
Molecule	CR mimetic SO	VLA-4 inh	CIT2 TOR yeast	MCL1 BIM primary	AGP1 TOR yeast	MEX-5 binding	GLD-1 TGE inh	GRK2 aptamer HTS	Bcl-xL primary
CCC(=O)N1CCc2cc(Br)cc(S(=O)(=O)N3CCCCC3CC)c21 (centres undefined)	82	5	98	0	104	-1.7	0	1	1
CS(=O)(=O)N1CCc2cc(C(=O)N3CCCCC3)ccc21	96	-1	106	-2	102	-0.5	2	3	5
CCOc1ccc(/C=C2\CCC(C3CCCC3)C2=O)cc1OC (centres undefined)	101	7	111	-2	110	-2.4	-2	0	-1
CCOC(=O)N1CCN(C(=O)CSCC(=O)Nc2nc(-c3ccc(C)cc3)cs2)CC1	88	-14	111	4	102	-3.2	6	5	2
CC(=O)Nc1ccc(S(=O)(=O)NCC(C)NS(=O)(=O)c2ccc(NC(C)=O)cc2)cc1 (centres undefined)	105	-11	103	10	104	-0.6	-3	0	12
O=C(N/N=C/c1cn(CC(=O)N2CCOCC2)c2ccccc12)c1cccnc1	94	1	104	1	108	1.3	1	0	-1
Nc1ccc(S(=O)(=O)c2ccc(N)cc2)cc1	95	16	83	9	89	0.2	-2	0	4
CC(/C=N/NC(=O)NC1CCCCC1)=C\c1ccccc1	83	3	85	6	88	1.0	2	2	0
CCN1CCN(c2cc(C)c3cc(NC(=S)N(C)Cc4ccccc4)ccc3n2)CC1	108	-1	94	8	100	0.0	3	1	3
CC(=O)NC(Cc1cccc(C)c1)C(=O)NC1CCN(S(=O)(=O)c2ccccc2)CC1 (centres undefined)	93	1	103	8	96	0.3	-6	1	5
COC(=O)CNC(=O)C1CCN(S(=O)(=O)c2cnc[nH]2)CC1	74	6	106	8	100	-0.8	2	0	7
COc1ccc(C2=NOC(c3nnc(-c4ccccc4)o3)C2)cc1 (centres undefined)	121	20	87	0	81	0.3	-9	0	3
Cc1ccc(CN2CC(C(=O)N(Cc3nnc(-c4ccccc4Cl)o3)C3CC3)CC2=O)cc1 (centres undefined)	107	4	92	-1	98	0.5	-6	0	4
CCCCC1=CC2=C(c3ccco3)C(=O)C(C)(OC(=O)c3ccc(OC)cc3)C(=O)C2=CN1C1CCCCC1 (centres undefined)	99	-34	98	52*	100	-1.4	39*	0	46*
COc1ccc(OC)c(Cc2nnc(CCC(=O)N3CCCCC3c3nccs3)o2)c1 (centres undefined)	83	4	87	7	98	1.0	3	2	4
COCCCNC(=O)c1cc(Sc2nnc(C)s2)nc2ccccc12	103	-1	79	6	93	-0.6	1	0	8
COc1ccc(OC)c(CN2CCN(C(=O)c3ccc(F)cc3)CC2)c1	98	-5	107	1	105	-1.0	3	1	2
C=CCn1c(SCC(=O)N2CCCCC2)nnc1-c1ccncc1	95	8	101	2	108	-0.1	9	4	6
COc1cc(/C=C(\C#N)C(=O)NCC2CCCO2)cc(OC)c1OC (centres undefined)	94	-8	106	2	108	0.5	3	0	-1
COc1ccccc1CNS(=O)(=O)c1ccc(-n2cccn2)cc1	83	30	100	0	103	-0.5	5	3	3
C/C(=N/NC(=O)CN1CCN(Cc2ccccc2Cl)CC1)c1cccs1	87	-19	107	-4	106	1.0	-8	2	2
Fc1ccc2cnc(-c3cccnc3)cc2c1	101	-20	102	·	96	·	2	0	·
CCN(CC)S(=O)(=O)c1ccc(C)c(NC(=O)COC(=O)CN2C(=O)NC(C)(C)C2=O)c1	95	5	86	-13	100	-2.1	2	0	-6
CNc1c([N+](=O)[O-])cnn1-c1ccccc1F	96	0	102	5	104	-0.4	-3	1	13
CCn1c(C)c(C)c2cc(C(=O)NCCCN3CCCC3)ccc21	103	8	99	10	97	0.8	-3	0	7
Cc1ccc(C2(C)NC(=O)N(CC(=O)NCc3cccc(Cl)c3)C2=O)cc1 (centres undefined)	97	28	99	-8	93	-0.1	-7	0	2
CC(=O)Nc1ccccc1OCC(=O)N(Cc1ccccc1)C(C)C	93	-7	86	6	96	-4.2	2	0	2
NS(=O)(=O)c1ccc(-c2ccc(/C=N/NC(=O)c3ccccc3O)o2)cc1	104	-2	92	3	108	-9.1	12	0	5
O=C(O)c1cccc(Nc2ncnc3c2cnn3-c2ccccc2)c1	109	0	101	10	101	-3.0	17	1	14
O=C(CN1CCc2ccccc2C1)NC1CCCC1	94	11	98	3	99	-2.5	1	0	2
O=C1CC(c2ccccc2)CC2=C1C(c1ccccn1)Nc1ccccc1N2 (centres undefined)	104	21	108	-1	104	-1.0	-6	0	6
COc1cc(/C=N/NC(=O)C(Cc2c[nH]c3ccccc23)NC(=O)OCC(C)C)cc([N+](=O)[O-])c1OCc1ccccc1 (centres undefined)	105	2	100	2	105	-0.3	12	0	-2
Cc1cccnc1NC(=O)c1ccc(S(=O)(=O)N2CCCCCC2)cc1	106	0	104	1	103	2.1	-1	1	1
CCN(CC)CCNC(=O)Cn1c(C)cc2ccccc2c1=O	83	-3	99	7	99	1.1	0	0	3
COc1ccc(OC)c(/C=N/NC(=O)c2[nH]ncc2Br)c1	71	-8	107	3	102	0.0	-5	3	2
CCc1ccc(S(=O)(=O)NCC2(N3CCOCC3)CCCCC2)cc1	103	-8	98	6	104	·	7	5	5
CCCCCCCc1nn2c(=O)cc(O)nc2s1	95	-22	101	7	94	2.9	-4	2	9
COc1ccc(-c2nc(-c3ccccc3)c(-c3cccs3)[nH]2)cc1OC	108	-102	98	-7	93	-1.1	0	2	-3
CC(=O)c1ccc(N2CCN(S(=O)(=O)c3ccc4c(c3)NC(=O)CC(=O)N4)CC2)cc1	108	5	109	3	112	-0.9	-4	6	4
CSc1cccc(CNC(=O)C2CCC(=O)N(Cc3cccc(C(F)(F)F)c3)C2)c1 (centres undefined)	82	2	95	-2	91	2.2	-2	0	4
COCCNC(=O)C(=O)Nc1cc2c3c(c1)CCC(=O)N3CCC2	89	-1	105	6	102	1.6	3	0	5
O=C1C(C2=NC(c3ccccn3)C3C(=O)N(c4ccc(Cl)cc4Cl)C(=O)C23)=C(O)c2ccccc21 (centres undefined)	99	-3	98	0	96	0.0	5	0	0
O=C(c1ccc(-n2nc(C(F)(F)F)c3c2CCCC3)cc1)N1CCOCC1	106	-1	111	3	95	-1.3	3	1	2
O=C(C1CCN(S(=O)(=O)c2cccc3nsnc23)CC1)N1CCc2ccccc2C1	98	7	93	1	103	0.2	-1	3	6
COc1cccc(N2CC(C)Cn3c2nc2c3c(=O)n(CCN3CCOCC3)c(=O)n2C)c1 (centres undefined)	76	-2	98	7	95	2.4	-3	7	5
CC(C)(C)NC1=CC(=O)OC12CCCCC2	93	-7	89	9	103	1.0	4	2	6
O=C(Oc1ccc(F)cc1)N1CCOCC1	109	31	104	1	101	1.9	1	1	4
COc1cccc(CNCc2ccc(OC)cc2OC)c1	116	11	101	12	116	-0.8	-10	0	9
COc1ccc(NC(=O)Nc2nnc(CC(=O)NCc3ccccc3)s2)cc1	105	12	103	6	104	-2.4	5	0	4
CCCCC(C(=O)NC1CCCC1)N(Cc1ccco1)C(=O)Cn1nnc(-c2ccc(F)cc2)n1 (centres undefined)	92	7	88	4	94	-0.2	6	3	5
O=C(Cn1cc(C(F)(F)F)ccc1=O)N/N=C/c1cccc(Cl)c1Cl	103	24	108	5	106	-1.8	1	0	8
COc1ccc(NC(=O)Cc2c[nH]c3ccccc23)cc1S(=O)(=O)N1CCCCC1	103	5	115	-8	111	0.0	5	0	-1
O=C(N/N=C/c1cccc2cccnc12)c1ccccc1O	97	32	99	7	100	-0.2	2	2	3
Nc1ncnc2nc(SCCOc3ccc(Cl)cc3)[nH]c12	98	44	104	13	98	-1.8	9	2	6
CC(C)CCN(CC(=O)NC(C)(C)C)C(=O)C(=O)Nc1ccc2c(c1)OCCO2	83	12	98	0	102	0.3	1	2	6
Cc1ccc2cccc(S(=O)(=O)N3CCN(c4cccc(Cl)c4)CC3)c2n1	85	30	85	-1	102	1.4	6	0	2
Cc1nn2c3ccccc3n(Cc3ccccc3)c2nc1=O	105	-2	95	8	100	0.4	3	4	4
CC(C)Cc1nc2sc3c(c2c(=O)n1N)CC(C(C)C)OC3 (centres undefined)	98	-11	101	2	99	0.1	4	1	2
COc1ccc(/C=C2/S/C(=N/S(=O)(=O)Cc3ccccc3)NC2=O)cc1OC	117	-3	101	-1	104	-0.6	3	3	3
N#Cc1c(N2CCCC2)ccc(Br)c1Cl	111	10	97	7	93	-3.3	8	0	-1

# Next section.
Molecule	CR mimetic SO	VLA-4 inh	CIT2 TOR yeast	MCL1 BIM primary	AGP1 TOR yeast	MEX-5 binding	GLD-1 TGE inh	GRK2 aptamer HTS	Bcl-xL primary
Cc1cc(C(=O)N2CCN(S(=O)(=O)c3ccc(F)c(Cl)c3)CC2)c(C)o1	89	-30	97	-2	97	·	-1	1	2
O=C(Cn1cnc2c(oc3ccccc32)c1=O)N1CCN(c2ccccc2)CC1	117	-2	104	-4	104	1.7	-1	0	-1
Cc1ccc(C)c(S(=O)(=O)N2CCCOC2CNC(=O)C(=O)NCc2cccs2)c1 (centres undefined)	94	-5	85	3	89	0.5	7	0	5
COc1ccc(C)cc1S(=O)(=O)NC1CCCCCC1	75	4	97	2	91	0.7	7	3	2
CCOC(=O)CSC1=C(C#N)C(c2ccccc2C)C2=C(CCCC2=O)N1 (centres undefined)	105	21	102	1	100	-1.0	-3	2	2
CCc1noc(C)c1C(=O)N(C)CC(=O)Nc1ccc(Br)cc1C	109	0	95	-12	103	-2.5	1	3	-3
CC(=O)N1CCN(c2ccc(NC(=O)c3cccc(C)c3)cc2)CC1	105	-3	98	-4	93	0.9	9	4	-1
CCOc1ccc(/C=N/NC(=O)c2csc(C)c2C)c(OCC)c1	100	-6	89	2	94	-0.1	5	2	3
CC(C)Sc1nnc([C@@H]2CCCN2C(=O)OC(C)(C)C)o1	88	22	109	0	110	-0.7	-2	0	8
Cc1cccc(C)c1N=Cc1c(O)n(-c2nccs2)c(=O)c2ccccc12	89	31	93	-7	96	2.5	1	0	2
CC(C)n1nc(C(=O)Oc2cc(Cl)ccc2Cl)c2ccccc2c1=O	91	-10	94	11	90	-5.6	-7	0	6
O=C(CSc1nnc2c(Cl)cc(C(F)(F)F)cn12)N(Cc1ccccc1)Cc1ccccc1	88	10	106	4	95	1.9	2	0	-5
Cc1nnc(SCC(=O)c2c(N)n(C)c(=O)n(C)c2=O)[nH]c1=O	114	-2	98	7	98	-2.7	-2	4	-2
NC(=O)c1ccsc1NC(=O)CN1C(=O)NC2(CCCCC2)C1=O	96	-4	102	-1	103	·	-4	0	-2
CCn1c(SCC(=O)NC2CCCCC2C)nnc1-c1ccc(OC)cc1 (centres undefined)	112	4	96	-2	97	1.7	1	1	-1
Oc1[nH]c2ccccc2c1N=NC(=S)NCC1CCCO1 (centres undefined)	109	6	103	8	94	-4.8	-7	2	5

# Retrieved one by one from above (two):
Molecule	CR mimetic SO	VLA-4 inh	CIT2 TOR yeast	MCL1 BIM primary	AGP1 TOR yeast	MEX-5 binding	GLD-1 TGE inh	GRK2 aptamer HTS	Bcl-xL primary
Cc1cccc(C)c1N=Cc1c(O)n(-c2nccs2)c(=O)c2ccccc12	89	31	93	-7	96	2.5	1	0	2
Oc1[nH]c2ccccc2c1N=NC(=S)NCC1CCCO1 (centres undefined)	109	6	103	8	94	-4.8	-7	2	5
